Screens deposited in PubChem by several laboratories.
hcDAF12 agonist – activators of H. contortus DAF-12 nuclear receptor; HEK293 hcDAF-12 lit1-tk-luc reporter, luminescence; 0% DMSO, 100% Δ7-dafachronic acid; activation, % at 6.8 µM; hit rate 1.4% among 370,000;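 active means activation above the mean of all tested compounds plus 3 SD, cut at about 5.5% in these data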;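 further: 100% = response to 3 µM Δ7-dafachronic acid high control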
PLC-beta3 inh – inhibitors of human phospholipase C beta3 | Q01970 | Purified PLC-beta3, fluorogenic substrate, fluorescence | inhibition, % at 12.2 µM | hit rate 0.18% among 370,000 | AID 720704; in the data active means inhibition above about 11%;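 further: 0% = median of compound wells on plate and 100% = full blocker control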
FXN GAA850 act – activators of GAA850 frataxin (FXN) promoter. HEK293 lucGAA850 FXN promoter luciferase reporter, 24 h; percent of 10 µM SAHA response. activation, % at 6 µM. hit rate 0.56% among 360,000;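 active means activation above the average of all compounds screened plus 3 SD, cutoff fixed separately per campaign, cut at about 7.5% in these data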;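 further: 0% = DMSO wells and 100% = 10 µM SAHA wells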
ssDAF12 agonist – S. stercoralis DAF-12 activation, primary screen | HEK293 ssDAF-12/GRIP1 lit1-tk-luc reporter, luminescence; % of 3 µM dafachronic acid response | activation, % at 6.8 µM | hit rate 1% among 370,000 | AID 652126;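 active means activation above the mean over all tested compounds plus 3 SD, cut at about 0.9% in these data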;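 further: 0% = DMSO-only wells and 100% = 3 µM delta7-dafachronic acid wells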
PG9 Ab binder – small molecules binding HIV-1 gp120 antibody PG9 | TR-FRET gp120-PG9 antibody binding | inhibition, % at 6.7 µM | hit rate 0.43% among 360,000; in the data active means inhibition above about 8.5%
hgDAF-12 ag – hgDAF-12 agonism, primary luciferase screen | HEK293 GAL4-hgDAF12 UAS-luciferase reporter, agonist luminescence; normalized to butyrate control | activation, % at 6.8 µM | hit rate 1.8% among 370,000;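 active means activation above a cutoff set at the mean of all screened compounds plus 3 SD, cut at about 10% in these data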;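 further: 0% = DMSO wells and 100% = sodium butyrate wells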
NR1D1 modulator – modulates human Rev-erb alpha binding to DNA | P20393 | Rev-erbα–FITC-DNA binding, fluorescence polarization, 90 min | activity, % at 10 µM | hit rate 0.79% among 370,000 | AID 1259318;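 active means activity above about 14%, limit read from the data; passing the limit was not always enough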;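 further: 0% = DMSO wells with 35 nM protein and 100% = DMSO wells with 750 nM protein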
DAX1 inh-1 – NR0B1 (DAX1) inhibition; hit rate 0.99% among 340,000; HEK293 Gal4-DAX1 luciferase reporter, luminescence; AID 504766; inhibition, % at 6.75 µM;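 active means inhibition above the mean over all tested compounds plus 3 SD, cut at about 4.2% in these data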;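 further: 0% = DAX1-transfected cells with DMSO and 100% = empty-vector control cells with DMSO; inhibition shows as a rise in luminescence from relieved DAX1 repression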
Target sequence (P51843 207-470 limits assumed): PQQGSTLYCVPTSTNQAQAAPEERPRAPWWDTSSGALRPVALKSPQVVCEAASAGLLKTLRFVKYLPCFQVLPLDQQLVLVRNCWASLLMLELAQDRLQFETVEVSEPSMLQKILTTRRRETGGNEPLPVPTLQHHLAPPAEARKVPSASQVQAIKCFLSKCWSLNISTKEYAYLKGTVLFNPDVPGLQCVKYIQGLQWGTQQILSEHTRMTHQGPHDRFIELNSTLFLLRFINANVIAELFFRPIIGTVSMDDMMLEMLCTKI
sPLA2-III inh – Inhibits HGIII-sPLA2 liposome hydrolysis, primary screen | AID 743126 | hit rate 0.56% among 370,000 | QFRET BODIPY PC-A2 liposome hydrolysis, fluorescence | inhibition, % at 12.2 µM;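 active means inhibition above mean plus 3 SD of compounds lying within the high and low control bounds, cut at about 19% in these data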;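 further: 0% = median of test compound wells and 100% = no enzyme DMSO wells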
Target sequence (Q9NZ20 whole entry, looked up): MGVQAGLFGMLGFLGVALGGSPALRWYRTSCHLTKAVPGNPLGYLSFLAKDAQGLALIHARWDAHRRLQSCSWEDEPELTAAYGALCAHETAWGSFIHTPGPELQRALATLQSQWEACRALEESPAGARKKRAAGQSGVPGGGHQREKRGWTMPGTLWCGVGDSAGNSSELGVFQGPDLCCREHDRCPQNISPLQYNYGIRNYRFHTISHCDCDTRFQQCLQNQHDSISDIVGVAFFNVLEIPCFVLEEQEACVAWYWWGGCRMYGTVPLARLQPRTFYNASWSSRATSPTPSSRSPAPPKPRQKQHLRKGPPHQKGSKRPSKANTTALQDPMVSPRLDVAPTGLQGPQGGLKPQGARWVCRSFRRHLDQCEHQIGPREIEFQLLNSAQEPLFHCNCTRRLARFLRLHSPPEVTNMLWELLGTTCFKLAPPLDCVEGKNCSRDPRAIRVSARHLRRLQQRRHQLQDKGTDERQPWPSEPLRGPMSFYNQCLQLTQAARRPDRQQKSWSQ
SMARCA2 activ – activators of SMARCA2 function. MG213 cells, MMTV-luciferase reporter, dexamethasone, overnight. activation, % at 9.1 µM. hit rate 1% among 370,000; in the data active means activation above about 7.8%;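 further: 0% = vehicle wells and 100% = reference activator wells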
DAX1 inh-2 – DAX1 (NR0B1) inhibition, primary screen | HEK293T StAR-luciferase reporter, SF-1/DAX-1 repression relief | inhibition, % at 6.8 µM | hit rate 1.1% among 370,000 | AID 652010;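 active means inhibition above the mean over all tested compounds plus 3 SD, cut at about 3.6% in these data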;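 further: 0% = DAX-1 cells with DMSO and 100% = cells lacking DAX-1 with DMSO; higher inhibition means more luminescence from relief of DAX-1 repression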
Numbers without * were called inactive; nt = no result given; & = joins results of further samples; ! = not active in a repeat.

Structure,PG9 Ab binder,DAX1 inh-1,DAX1 inh-2,PLC-beta3 inh,SMARCA2 activ,hgDAF-12 ag,NR1D1 modulator,hcDAF12 agonist,sPLA2-III inh,ssDAF12 agonist,FXN GAA850 act
Cc1ccc(C)c(N(CC(=O)NC(C)(C)C)C(=O)CCC(=O)Nc2nccs2)c1,0.8,1.4,0.4,0,-1,2.0,-1,-0.6,-2,-0.9,-0.8
CC(NC(=O)CCC(=O)c1cccs1)c1ccccc1 (configuration not stated),1.7,2.0,0.3,-3,0,1.0,-4,0.0,6,-0.3,-2.5
COc1cccc(CN2CC(C(=O)NCc3ccc(C)c(F)c3)CCC2=O)c1 (configuration not stated),-2.5,0.3,-0.6,-4,0,0.3,-4,-0.8,-3,-1.0,4.7
CCOc1cc(N(CC)CC)ccc1/C=C(/C#N)c1nc2ccccc2[nH]1,-2.4,6.5*,0.4,-22,0,1.9,73*,-1.3,-9,-1.4,-2.3
CCN(C(=O)c1ccnn1C)c1ccccc1,0.3,0.1,-0.5,5,-1,1.9,2,1.6,-6,-2.0,0.1
COc1ccc(S(=O)(=O)N2CCOCC2)cc1NC(=O)CSc1nnc2c(n1)[nH]c1ccccc12,0.7,-1.9,-0.8,-6,-3,-1.3,-10,-0.4,-2,-1.1,0.4
COc1ccc(OC)c(S(=O)(=O)N2CCC(C(=O)NCc3ccccn3)CC2)c1,-1.6,0.6,-0.1,-5,-2,-0.1,-1,-3.0,1,-1.2,1.0
Cn1cc(C(=O)Nc2ccc3c(c2)CCC3)cn1,-2.8,2.0,1.7,1,3,8.4,-9,1.1,1,0.5,4.4
CCC(=O)N1CCc2cc(S(=O)(=O)Nc3ccc4c(c3)OCCO4)ccc21,-3.1,-1.9,-0.8,1,-4,-1.6,1,-2.0,2,-1.7,-2.1
CCOc1ccc(NC(=O)C(Cc2ccccc2)N2C(=O)c3cccc4cccc(c34)C2=O)cc1 (configuration not stated),-1.2,nt,-0.3,-5,4,-1.9,-3,6.0*,6,0.8,1.0
COc1ccc(CCNC(=O)Cn2nc(-c3ccccc3)ccc2=O)cc1,nt,nt,-1.4,4,-5,-3.2,3,1.5,4,-0.6,nt
COc1ccc(C(=O)OCC(=O)NCc2cccs2)c(OC)c1OC,0.3,0.1,-0.9,5,-3,4.5,1,-0.2,5,0.1,0.9
CCOC(=O)CC(=O)c1[nH]c(C)c(C(=O)OCC)c1C,0.1,-0.3,-0.1,-4,1,2.1,-1,-0.2,-30,-1.0,1.0
O=C(CSc1nnc(N2CCCC2)n1-c1cccc(Cl)c1)N1CCN(c2ccccn2)CC1,0.4,0.7,-0.1,3,-5,-2.8,5,-0.8,-5,-1.4,0.1
COc1ccc(C(C)=O)cc1COC(=O)CCCN1C(=O)c2ccccc2C1=O,0.7,-0.7,-0.2,8,1,3.3,4,-0.8,0,-1.9,-1.2
C=CCOc1ccccc1CN1CCCC(CCC(=O)N(C)CCc2ccccn2)C1 (configuration not stated),1.0,-0.4,0.2,2,0,-1.4,1,-0.4,4,0.0,2.0
COc1ccc([C@H]2C[C@@H](n3cc(C4CC4)nn3)[C@H](O)CN2CC2CCCCC2)cc1,0.8,0.4,-0.7,0,0,0.5,0,-0.5,2,0.3,-1.6
C[C@@H]1CN([C@@H](C)CO)C(=O)CCCn2nncc2CO[C@H]1CN(C)C(=O)Nc1ccc(-c2cccs2)cc1,-0.1,-0.1,0.1,-27,-2,-3.1,-2,0.7,6,-1.3,-3.5
c1ccc2cc3[nH]c(CN4CCOCC4)nc3cc2c1,0.5,0.9,-0.3,-9,1,1.4,1,-0.7,1,-0.9,-1.9
COc1ccc([N+](=O)[O-])cc1NC(=O)C(C)Sc1nc(-c2ccccc2)cs1 (configuration not stated),-1.2,-0.6,0.0,3,-2,0.8,0,-0.2,4,0.6,2.8
CC1=Nc2ccc(C)cc2/C1=C/c1c(N)n2oc(C)cc2nc1=O,17*!,-0.8&-0.3,-0.7&-1.1,-10&-30,-4&-1,-0.5&-4.5,-6&-8,-3.1&-2.9,7&-2,-1.0&-2.1,0.8&0.8
COC(=O)c1ccc(C2Nc3ccc(/C(C)=N/NC(=O)C(OC)c4ccccc4)cc3C3C=CCC32)cc1 (configuration not stated),-2.7,-0.4,-0.4,-106,0,-0.3,5,-0.2,0,-1.0,-0.6
CCNC(=O)c1cc(S(=O)(=O)N(C)C)c(Cl)cc1Cl,0.4,-0.7,-0.2,0,-1,1.2,-7,-0.5,5,-0.6,-0.5
O=C1c2ccccc2C(=O)C12Cc1ccccc1N1CCN(c3ccccc3)CC12 (configuration not stated),1.5,0.0,-0.1,-1,0,-0.2,4,3.7,-1,-0.6,2.6
CCc1noc(C)c1C(=O)OCC(=O)c1ccc(OC)c(OC)c1,-0.6,0.2,-0.2,-5,7,-1.3,-5,-1.2,0,-1.4,2.9
CCOC(=O)c1cnc2c(-c3ccccc3)c(C)nn2c1N,-1.8,1.3,0.3,-4,4,3.5,12,-0.6,3,-1.1,3.2
O=C(Cn1cnc2cc([N+](=O)[O-])ccc2c1=O)Nc1cccc(S(=O)(=O)N2CCOCC2)c1,1.0,0.8,-0.5,-10,4,-3.1,-3,-1.7,-8,-0.7,-0.5
CC(=O)Nc1ccc(S(=O)(=O)NCCC(=O)OC(C)C(=O)NC2(C#N)CCCCC2)cc1 (configuration not stated),0.4,0.1,1.2,-3,1,0.1,-3,-0.8,1,-0.8,1.3
COc1ccc2nc(SCC(=O)NN)cc(C)c2c1,0.2,-0.6,-0.4,0,1,-2.2,-3,-1.1,3,-1.5,-0.3
CCOC(=O)[C@H]1[C@H]2COc3ccc(Br)cc3[C@@H]2N2C(=O)CN(CC3CCCO3)C(=O)[C@@]12C (some centres not stated),-1.8,-0.4,0.2,-1,0,-3.3,-7,-2.3,-10,-0.5,0.4
CCOC(=O)c1nn(-c2ccc(F)cc2)c(=O)c2c(N)scc12,-0.4,0.1,-0.3,-69,-2,-2.9,-2,-2.5,3,-1.7,1.8
Cc1cnc(C(=O)OC(C)C(=O)NCc2ccccc2)cn1 (configuration not stated),2.8,0.0,-1.7,-1,-3,0.9,5,-0.5,9,-0.8,1.8
CCOCCCNCc1cc(Cl)cc(Cl)c1OCC,-0.5,1.5,0.0,-5,-1,-2.3,2,-0.4,0,-0.7,-0.6
COc1ccc(Cn2nnnc2CN(CCCN2CCOCC2)Cc2cc3cc(OC)ccc3[nH]c2=O)cc1,0.3,-0.2,1.0,-31,-4,0.4,-1,-0.1,1,-0.2,1.3
COc1ccc(S(=O)(=O)Cc2ccccc2)cc1N,-0.1,0.3,0.4,2,-1,2.1,-2,0.2,2,-0.9,0.0
OCC1(Cc2cccc(C(F)(F)F)c2)CCN(Cc2cc3ccccc3o2)CC1,1.0,0.9,-0.3,1,-6,-0.3,2,0.0,-13,-1.2,1.3
CCOC(=O)C1(CCOc2ccccc2)CCN(Cc2cccc(OC)c2O)CC1,-1.1,-0.3,-0.8,-5,-3,-3.0,1,-3.1,-17,-0.7,-1.8
CCc1nc2ccc(C(=O)Nc3ccc(OC)c(OC)c3)cn2c1N(CC)Cc1ccc(OC)c(OC)c1,-1.7,nt,-0.5,-14,-1,-1.0,-7,-1.5,-6,-1.9,1.6
CN(C)C(=O)N1CCC(C(=O)NCc2ccc(F)cc2Cl)CC1,0.7,-0.9,0.1,1,0,-2.6,1,-0.2,0,-1.2,0.9
Cc1cc(C)c(C(=O)CSc2nnc(C)s2)c(C)c1,0.5,-0.8,-0.6,-11,1,-1.6,-4,-1.4,-36,-2.2,2.7
Cc1cc(S(=O)(=O)Nc2ccc3c(c2)n(C)c(=O)n3C)ccc1F,-4.3,1.0,0.2,-4,-5,-5.2,7,-1.4,2,-0.8,-1.0
CCOCCCNC(=O)C1CCN(S(=O)(=O)c2ccc(C)cc2)CC1,-3.7,-0.9,0.2,6,-5,2.9,-6,-0.4,-1,-1.4,1.8
O=c1c2ccccc2c(-c2ccccc2)nn1Cc1ccccc1,-3.1,-1.2,-1.0,2,-4,0.7,4,-0.1,4,-1.2,2.5
COc1ccccc1C(=O)Nc1ccc(C)cc1C(=O)c1ccccc1,-1.6,-0.7,-0.1,4,-6,-1.6,1,-1.4,4,-0.9,-0.8
COCCNC(=O)COC(=O)C1=Cc2ccccc2OC1,-0.2,4.7*,-0.2,-96,6,-1.5,nt,-0.1,2,-0.4,0.5
Cc1cc(O)cc(=O)n1-c1cccc(C(F)(F)F)c1,-1.2,nt,-0.7,-2,-4,-0.5,4,-0.8,9,-1.4,nt
CCO[C@H]1OC(C(=O)N2CCCCCCC2)=C[C@@H](c2csc3ccccc23)[C@@H]1CCCO,0.6,-0.5,-0.4,3,-1,-1.6,8,0.2,-17,-1.3,-0.5
CC(C)Cc1nnc(NC(=O)c2cccc(S(=O)(=O)N3CCN(C)CC3)c2)s1,1.1,-0.2,-0.7,4,0,-2.3,-2,-0.5,4,-1.2,-2.6
O=C(Cn1ncc2c(=O)oc3ccccc3c21)N1CCN(c2ccccn2)CC1,0.5,-0.5,0.2,0,0,-2.7,-1,-1.3,-2,-1.0,1.5
COc1cccc(/C=C2\Sc3ccc(C(=O)NCC4CCCO4)cc3N(C)C2=O)c1 (configuration not stated),-0.3,0.7,-3.5,-66,-2,-0.5,-3,-3.2,-6,-0.8,0.4
CSc1ccccc1C(=O)NCCc1ccc(S(=O)(=O)N2CCCCC2)cc1,-1.2,-0.6,-0.2,1,-2,-1.6,-5,-1.8,-2,-1.7,-1.7
CCN1CCN(Cc2cc(=O)oc3cc(C)cc(C)c23)CC1,-1.0,-0.9,1.0,1,1,0.7,-2,-0.6,7,-1.2,-2.4
N#Cc1cnn(Cc2ccccc2)c1N,-1.4,0.8,-1.2,-1,0,-2.5,2,1.0,0,-0.6,2.6
O=C(CSc1ncnc2c1cnn2-c1ccccc1Cl)N1CCN(C(=O)c2ccco2)CC1,2.7,-0.8,-2.0,1,-4,-2.5,-4,-1.7,-7,-1.4,-1.8
CCOc1ccccc1N(C(=O)c1snc(C(N)=O)c1N)C(CC)C(=O)NC1CCCC1 (configuration not stated),-2.1,-0.7,-0.3,-12,2,-0.2,4,-0.3,-3,-1.2,0.0
COc1ccc(Cl)cc1NC(=O)Cn1c(C)csc1=O,0.3,-0.4,0.5,-3,1,-2.4,4,1.6,2,0.2,0.8
CN(CC(=O)Nc1ccccc1Cl)C(=O)COC(=O)c1nc(Cl)c(Cl)c(Cl)c1Cl,0.2,-0.1,1.1,-5,22*,-2.6,1,0.6,-5,0.1,3.2

No enrichment for hits, and some 7% of all compounds hit somewhere here.
